# From PubChem
# H1N1 NS1A inhibition = H1N1 influenza NS1A inhibitors, functional cell based assay (AID 504329). one-dose inhibition, % at 12.5 µM; IC50 in µM for titrated hits. actives 0.3% (n = 340,000). NS1A functional cell-based assay, percent inhibition; higher % means a stronger effect; in the data active means a potency from the dose series; inconclusive means inhibition above about 27% without an active follow-up result; further: strong numbers were not always called active
# H37Rv inhibition = M. tuberculosis growth inhibition, HTS (AID 449762) | M. tuberculosis H37Rv growth inhibition, 7H9 media; higher % means a stronger effect | inhibition, % at 25 µM, or IC50 in µM where a hit was titrated | actives 0.59% (n = 330,000); in the data active means a potency from the dose series; inconclusive means inhibition above about 70% without an active follow-up result;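 further: bacterial growth assessed after seven days of incubation; strong numbers were not always called active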
# inhibitors of VEEV = inhibitors of VEEV TC-83 cytopathic effect, confirmation, Vero cells (AID 588727) | Vero cells, VEEV TC-83 cytopathic effect inhibition; higher % means a stronger effect | inhibition, % at 20 µM; hits with a dose series show IC50 in µM | actives 0.13% (n = 350,000); in the data active means a potency from the dose series; inconclusive means inhibition mostly from about 14% at the one dose, without a potency; inactive means the rest, 99 in 100 with inhibition below about 12%; further: strong numbers were not always called active
# PhoP GFP inhibition = PhoP regulon inhibitors, Salmonella typhi PhoP promoter GFP reporter, confirmatory (AID 1850); Salmonella Typhi PhoP-promoter GFP reporter, fluorescence, 4 h; higher % means a stronger effect; inhibition, % at 50 µM; hits with a dose series show IC50 in µM; actives 0.33% (n = 310,000); in the data active means a potency from the dose series; inconclusive means inhibition mostly from about 25% at the one dose, without a potency; inactive means the rest, 99 in 100 with inhibition below about 19%;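 further: 0% = induced wells with vehicle and 100% = uninduced wells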
# M. tuberculosis = growth inhibition of non-replicating M. tuberculosis (AID 488890); Mycobacterium tuberculosis non-replicating, growth inhibition; higher % means a stronger effect; inhibition, % at 25 µM, or IC50 in µM where a hit was titrated; actives 0.39% (n = 320,000); in the data active means a potency from the dose series; inconclusive means inhibition mostly from about 82% at the one dose, without a potency; inactive means the rest, 99 in 100 with inhibition below about 76%;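 further: plate controls were DMSO cells for no effect and high antibiotic wells for full effect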
# inhibitors of VEEV 10K pilot screen = second read-out of inhibitors of VEEV, no call of its own (marks repeat the call); inhibition, %; measured here: 10K pilot screen inhibition
# * = called active by the depositor; i = inactive; ? = inconclusive; · = no result given.
SMILES,H1N1 NS1A inhibition,H37Rv inhibition,inhibitors of VEEV,PhoP GFP inhibition,M. tuberculosis,others
COc1ccc(/C=C2/S/C(=N/N=C3\CC4CCC3(C)C4(C)C)NC2=O)cc1 (stereo not drawn),-8.1%,?,i,6.9%,40.7%,
O=C(COC(=O)C1CCN(S(=O)(=O)c2cccs2)CC1)Nc1ccc(F)c(F)c1F,-5.0%,·,1.1%,·,·,
CC(=O)Nc1ccc(Br)c2ccccc12,4.2%,2.8%,0.5%,-7.1%,31.9%,
CCc1ccc(OCC(=O)NC(=S)Nc2ccc(S(=O)(=O)NC3CCCCC3)cc2)cc1,-23.4%,48.4%,3.2%,-8.0%,69.6%,
CN(C)/C=C(/C(=O)c1ccc(Cl)cc1)n1cncn1,1.2%,2.0%,0.4%,-1.5%,-3.1%,
CN(Cc1cccs1)C(=O)Cn1cnc2ccccc2c1=O,-16.7%,1.0%,1.1%,-13.7%,-4.4%,
O=C1CCN(Cc2ccccc2)CCN1CCSc1ccccc1,-7.2%,-0.7%,0.5%,-6.6%,0.3%,
O=C(COC(=O)c1ccc2[nH]c3c(c2c1)CCCC3)Nc1ccc(Cl)cc1Cl,3.6%,17.0%,0.9%,-5.6%,13.6%,
COC(=O)Cc1cc(=O)[nH]c(/N=C(\N)Nc2ccccc2)n1,-2.5%,-0.1%,1.5%,-8.9%,-7.0%,
CC(C)CCNC(=O)COc1ccc2c3c(c(=O)oc2c1)CCC3,-1.1%,2.5%,i,19.0%,-3.2%,inhibitors of VEEV 10K pilot screen=0.9
CC(C)N1CCc2c(sc(NC(=O)CCS(=O)(=O)c3ccccc3)c2C#N)C1,4.2%,-1.3%,1.6%,-1.7%,i,
CCN1CCc2nc(NC(=O)c3ccc(S(=O)(=O)N(C)C)cc3)sc2C1,-11.4%,3.7%,0.9%,0.7%,-5.4%,
COc1ccc(NS(=O)(=O)c2ccc3c(c2)OCCO3)cc1OC,-13.9%,2.4%,i,1.2%,-2.4%,
Oc1sc(C=Nc2ccccc2)c2ccccc12,-12.5%,-1.0%,7.8%,-19.6%,18.0%,
COCC1CCN(C(=O)c2cc(COc3ccccc3SC)on2)C1 (stereo not drawn),-2.5%,-1.2%,7.8%,-12.1%,-16.2%,
CCN(c1ccccc1)S(=O)(=O)c1cc(C(=O)NCc2ccccn2)ccc1C,-5.1%,·,1.0%,·,·,
Cc1cccc(OCC(=O)Nc2ccccc2C(F)(F)F)c1,-9.8%,3.3%,1.8%,9.5%,25.4%,
O=C(COc1ccc(Br)cc1)Nc1ccc2c(c1)C(=O)NC2=O,12.2%,5.3%,0.1%,9.8%,22.7%,
Cc1cc(C)c(NC(=O)CSCc2c(C)noc2C)c(C)c1,-2.6%,-7.5%,1.1%,·,-3.6%,
CN(C)c1ccccc1C(=O)c1ccccc1N(C)C,2.2%,-12.1%,5.5%,7.1%,9.6%,
Cc1cc2ccccc2n2c(SCC(=O)Nc3ccc(S(=O)(=O)N4CCCCC4)cc3)nnc12,4.7%,-1.9%,10.1%,-0.8%,12.7%,
CCOC(=O)C1(Cc2cccc(F)c2)CCN(Cc2c(C)nn(CC)c2C)CC1,1.1%,-1.2%,i,5.7%,8.2%,
COC(=O)Cc1ccc(OCC(=O)Nc2ccc(OC(F)(F)F)cc2)cc1,-0.5%,20.6%,0.4%,-6.1%,?,
CCOc1ccc(NC(=O)CN(C)C(=O)c2cc([N+](=O)[O-])ccc2Sc2ccccc2)cc1OCC,1.3%,·,8.8%,·,·,
CC(=O)c1cccc(NC(=O)c2ccncc2)c1,-17.1%,-6.6%,i,-1.2%,-13.5%,
CC(C)CN(C(=O)COC(=O)CCC(=O)c1ccc(F)cc1)c1c(N)n(Cc2ccccc2)c(=O)[nH]c1=O,10.0%,-5.5%,i,2.1%,-4.8%,
Cc1ccc(C2=C/C(=C/c3cccs3)C(=O)O2)cc1,33.1%,-1.5%,0.2%,12.4%,?,
Cn1cnnc1SCC(=O)Nc1cc(S(=O)(=O)N2CCCCCC2)ccc1Cl,-3.6%,-5.4%,0.2%,-7.4%,-3.0%,
COc1ccccc1C(=O)Nc1ccnn1C1CCN(Cc2cnn(C)c2C)CC1,-11.6%,-4.8%,2.3%,-5.9%,1.9%,
COc1ccc(NC(=O)NCCCN2CCN(c3ccccc3F)CC2)cc1,14.5%,-4.9%,0.2%,1.8%,11.0%,
CC(=O)Oc1ccc(C(=O)O)cc1OC(C)=O,-1.0%,-3.4%,i,-6.1%,-10.6%,
O=[N+]([O-])c1cccc(-c2n[nH]c(=S)n2Cc2ccccc2)c1,-5.7%,0.6%,2.0%,-2.1%,-7.0%,
O=C(c1ccc(F)c([N+](=O)[O-])c1)N1CC2CC(C1)c1cccc(=O)n1C2 (stereo not drawn),-0.6%,-2.7%,0.9%,-1.0%,-8.7%,
COCCN(C(=O)COC(=O)Cc1cccc(OC)c1)c1c(N)n(Cc2ccccc2)c(=O)[nH]c1=O,12.9%,-3.3%,1.0%,-2.9%,-5.2%,
O=C(c1ccc(COc2ccc3c(c2)CCC3)o1)N1CCN(c2ccccc2)CC1,-1.2%,?,i,-0.2%,33.9%,
Cc1noc(C)c1C(=O)OCC(=O)N(C)C1CCS(=O)(=O)C1 (stereo not drawn),9.0%,-2.2%,2.3%,-3.4%,-8.0%,
CC(=O)NC(CC(=O)N1CCN(C(C)=O)CC1)c1ccccc1 (stereo not drawn),36.5%,-1.8%,0.6%,-3.5%,1.1%,
CN(CC(=O)NCc1ccccn1)S(=O)(=O)c1ccc2ccccc2c1,-3.2%,-6.9%,i,-16.4%,-28.9%,
CC(C)Nc1cc(C(C)(C)C)nc2c(-c3ccccc3)cnn12,-27.5%,-2.6%,3.0%,1.0%,12.6%,
O=C(C1=NN[C@@H]2C(=O)N(c3ccccc3C(F)(F)F)C(=O)[C@H]12)C(c1ccccc1)c1ccccc1,3.2%,5.2%,0.1%,0.4%,9.8%,

# Entries from the list above with bromine:
SMILES,H1N1 NS1A inhibition,H37Rv inhibition,inhibitors of VEEV,PhoP GFP inhibition,M. tuberculosis,others
CC(=O)Nc1ccc(Br)c2ccccc12,4.2%,2.8%,0.5%,-7.1%,31.9%,
O=C(COc1ccc(Br)cc1)Nc1ccc2c(c1)C(=O)NC2=O,12.2%,5.3%,0.1%,9.8%,22.7%,

# Other compounds:
SMILES,H1N1 NS1A inhibition,H37Rv inhibition,inhibitors of VEEV,PhoP GFP inhibition,M. tuberculosis,others
Cc1ccc(-c2cc(C(=O)Nc3cc(C)on3)no2)cc1,-2.8%,6.1%,0.7%,-7.4%,50.8%,
CCCCNC(=O)Cn1nc(C)c(S(=O)(=O)N2CCOCC2)c1C,-12.0%,-4.6%,3.7%,·,-6.4%,
CCCn1nnc(NC(=S)NC(=O)/C=C/c2ccco2)n1,0.0%,27.9%,0.1%,-16.0%,18.7%,
COc1ccc(/C=C/C(=O)N2CCN(c3ccccc3)CC2)cc1S(=O)(=O)N1CCOCC1,-6.3%,0.0%,2.4%,-5.3%,25.4%,
CCOC(=O)N1CCN(C(=O)C2CCC(=O)N(Cc3cccc(C(F)(F)F)c3)C2)CC1 (stereo not drawn),-9.8%,-3.5%,2.5%,-4.2%,-3.4%,
CCc1ccc(S(=O)(=O)Nc2ccncc2)cc1,-26.9%,-4.4%,i,11.4%,-3.8%,
COc1ccccc1NC(=S)N(Cc1ccccc1)Cc1cccnc1,-4.1%,-8.0%,1.3%,0.0%,-1.1%,
Cc1ccc(S(=O)(=O)N2CC(=O)Nc3ccccc32)cc1,-2.6%,3.0%,0.4%,-0.7%,-5.6%,
Cc1ccc(/C=C2\C(=O)NC(=O)N(Cc3ccccc3Cl)C2=O)o1,2.2%,-0.5%,0.9%,-2.5%,16.2%,
COc1cc(Cl)c(C)cc1NC(=O)Cc1cccs1,-2.9%,5.2%,1.3%,-4.2%,19.3%,
CC(=O)NN1C(=O)c2ccc(Oc3ccc4c(c3)C(=O)N(NC(C)=O)C4=O)cc2C1=O,·,-1.6%,·,6.3%,-3.5%,
CC1CN(C(=O)N[C@@H](Cc2ccccc2)C(=O)O)CC(C)O1 (stereo partly drawn),-15.6%,-4.0%,i,1.7%,-9.2%,
COc1ccc2nc(NC(=O)c3ccc(F)cc3)sc2c1,-2.6%,10.8%,5.8%,0.2%,31.9%,
O/N=C/c1cccn1-c1ccc(O)cc1,-3.8%,-4.8%,i,1.7%,-9.8%,
C(=N/Nc1cc(N2CCOCC2)nc(N2CCOCC2)n1)/c1ccccc1,11.3%,7.7%,8.5%,-5.4%,4.8%,
CCOc1ccc(OCCSc2nnnn2C2CCCCC2)cc1,4.4%,-2.9%,3.6%,6.0%,15.6%,
COc1cccc(C(=O)Nc2nnc(SCC(=O)NC3CCCC3)s2)c1,4.7%,0.9%,3.2%,7.6%,26.4%,
COc1ccc(-n2c(SCC(=O)NCc3cccs3)nc3[nH]ncc3c2=O)cc1,-2.8%,-3.2%,0.9%,3.4%,11.6%,
COCCN(C(=S)Nc1ccccc1OC)C(C)c1cccs1 (stereo not drawn),-2.4%,8.9%,1.4%,-9.1%,14.9%,
Cc1ccc(S(=O)(=O)N2CCCCC2)cc1NC(=O)COC(=O)c1cc[n+]([O-])cc1,-2.9%,-2.8%,0.8%,-4.8%,18.5%,
Cc1cccc(C)c1NC(=O)CCc1nnc2ccc(N3CCCC3)nn12,0.3%,0.4%,5.9%,-3.3%,0.7%,
COC(=O)c1ccccc1NC(=S)N(Cc1ccc2c(c1)OCO2)Cc1cc2cccc(C)c2[nH]c1=O,2.9%,-2.1%,8.4%,7.2%,-1.3%,
COC(=O)C(NC(=O)c1ccccc1C)(Nc1ncc(S(=O)(=O)c2ccc([N+](=O)[O-])cc2)s1)C(F)(F)F (stereo not drawn),3.4%,?,2.6%,-5.9%,52.7%,
OC(COc1ccc(OCc2ccccc2)cc1)CN1CCCCC1 (stereo not drawn),2.1%,-8.8%,0.8%,3.6%,2.9%,
COc1ccc(C(=O)NCc2ccc(N3CCN(C(=O)OC(C)(C)C)CC3)cc2)cc1,-1.1%,-24.1%,2.5%,-7.7%,35.1%,
CCn1c(SCC(=O)O)nnc1-c1ccc(S(=O)(=O)N2CCCC2)cc1,4.3%,3.5%,0.3%,9.5%,-0.3%,
Cc1noc(NS(=O)(=O)c2ccc(NC(=O)CSc3nnc(-c4ccccc4)n3C3CCCCC3)cc2)c1C,3.9%,-6.9%,5.8%,1.1%,31.4%,
FC(F)(F)c1cc(-c2ccccc2)nc2ncnn12,-0.5%,3.0%,0.3%,1.9%,-0.5%,
COc1ccc(S(=O)(=O)N(C)C[C@H]2Oc3ccc(NC(=O)Cc4ccccc4)cc3C(=O)N([C@H](C)CO)C[C@@H]2C)cc1,-5.3%,0.8%,5.3%,·,46.9%,

# Molecules from the list above with an aryl thioether with sulfur outside any ring (10):
SMILES,H1N1 NS1A inhibition,H37Rv inhibition,inhibitors of VEEV,PhoP GFP inhibition,M. tuberculosis,others
O=C1CCN(Cc2ccccc2)CCN1CCSc1ccccc1,-7.2%,-0.7%,0.5%,-6.6%,0.3%,
COCC1CCN(C(=O)c2cc(COc3ccccc3SC)on2)C1 (stereo not drawn),-2.5%,-1.2%,7.8%,-12.1%,-16.2%,
Cc1cc2ccccc2n2c(SCC(=O)Nc3ccc(S(=O)(=O)N4CCCCC4)cc3)nnc12,4.7%,-1.9%,10.1%,-0.8%,12.7%,
CCOc1ccc(NC(=O)CN(C)C(=O)c2cc([N+](=O)[O-])ccc2Sc2ccccc2)cc1OCC,1.3%,·,8.8%,·,·,
Cn1cnnc1SCC(=O)Nc1cc(S(=O)(=O)N2CCCCCC2)ccc1Cl,-3.6%,-5.4%,0.2%,-7.4%,-3.0%,
CCOc1ccc(OCCSc2nnnn2C2CCCCC2)cc1,4.4%,-2.9%,3.6%,6.0%,15.6%,
COc1cccc(C(=O)Nc2nnc(SCC(=O)NC3CCCC3)s2)c1,4.7%,0.9%,3.2%,7.6%,26.4%,
COc1ccc(-n2c(SCC(=O)NCc3cccs3)nc3[nH]ncc3c2=O)cc1,-2.8%,-3.2%,0.9%,3.4%,11.6%,
CCn1c(SCC(=O)O)nnc1-c1ccc(S(=O)(=O)N2CCCC2)cc1,4.3%,3.5%,0.3%,9.5%,-0.3%,
Cc1noc(NS(=O)(=O)c2ccc(NC(=O)CSc3nnc(-c4ccccc4)n3C3CCCCC3)cc2)c1C,3.9%,-6.9%,5.8%,1.1%,31.4%,
